Pol eta inh – inhibitors of human DNA polymerase eta. recombinant Pol eta, fluorescent DNA replication assay. Potency, µM (titrated, usually from 114 µM), for inactives: top-dose activity change, negative = inhibition, most hits filed as inhibitors. 390,000 compounds, 1.2% hits. AID 588591; also: % is scaled to controls: 0 for no effect and ±100 for the full control effect
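Pol eta at 10 nM preincubated with compounds 15 min at room temperature; reaction started with fluorescent substrate (50 nM final) and read kinetically at 0 and 10 min.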
Pol beta inh – DNA polymerase beta (human) inhibition. Pol beta primer extension/strand displacement, fluorescence kinetic. P06746. Potency, µM (series often up to 114 µM), for inactives: at the top dose activity change, negative = inhibition, actives largely listed as inhibitors. 340,000 compounds, 1.3% hits; also: % is scaled to controls: 0 for no effect and ±100 for the full control effect
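Pol beta (10 nM) and compounds were preincubated 15 min at room temperature, then 50 nM substrate (final) started primer extension/strand displacement. Reads were taken at 0 and 10 min; concentration-response data were fitted to a four-parameter Hill equation.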
Pol iota inh – blocks human DNA polymerase iota activity; Q9UNA4; Potency, µM (series often up to 115 µM), inactives show top-dose activity, negative = inhibition, usual class: inhibitors; AID 588590; 390,000 compounds, 1% hits; Pol iota fluorescent replication assay, 10 min
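Pol iota at 10 nM preincubated 15 min with compounds at room temperature; reaction started with fluorescent substrate, 50 nM final. Fluorescence read kinetically at 0 and 10 min; buffer-only wells as negative control.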
Anesthetic bind – candidate novel general anesthetic via apoferritin binding | apoferritin/1-aminoanthracene competitive binding, fluorescence | Potency, µM (doses to about 77.5 µM), for the others: top-dose activity change, negative = displacement, usual class: inhibitors | 350,000 compounds, 0.074% hits; also: % is scaled to controls: 0 for no effect and ±100 for the full control effect; nearly all actives have a fitted effect of over 20% in size
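Probe: 1-aminoanthracene (50% saturated, PBS). Protein: horse-spleen apoferritin, 10 uM. Incubation: 10 min, room temperature. Detection: 380 nm excitation, 535 nm emission. Analysis: normalized response, four-parameter Hill.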
BAZ2B inh – BAZ2B (human) inhibition; 360,000 compounds, 4.4% hits; Q9UIF8; AID 504333; Potency, µM (highest dose often 114 µM), inactives show at the highest dose activity change, negative = inhibition, usual class: inhibitors; AlphaScreen BAZ2B-H3K14Ac peptide displacement; also: % is scaled to controls: 0 for no effect and ±100 for the full control effect; nearly all actives have a fitted effect of over 60% in size
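Inhibition is scored as reduced AlphaScreen emission. The BAZ2B/b-H3(5-23)K14Ac complex (50 nM each) in PBS pH 7.4, 0.01% Tween-20 meets compound (up to 110 uM) for 30 min at RT before bead addition.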
APEX1 inh – inhibitors of human APE1 endonuclease | P27695 | recombinant APE1, TAMRA/BHQ-2 abasic DNA cleavage fluorescence | Potency, µM (series often up to 65.8 µM), for inactives: at the highest dose activity change, negative = inhibition, most hits filed as inhibitors | 350,000 compounds, 0.35% hits;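 also: plate controls were vehicle for no effect and reference inhibitor for full effect; nearly all actives have a fitted effect of over 55% in size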
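Kinetic fluorescence read (525 ex/598 em nm, three reads 60 s apart) of AP-site incision; signal = third minus first read. Enzyme 0.75 nM, dual-labelled THF duplex 50 nM, compound preincubation 15 min RT.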
BLM inh – Bloom syndrome helicase (human) inhibition. P54132. recombinant BLM DNA unwinding, fluorescence dequenching. Potency, µM (top dose mostly 56.1 µM), for the others: top-dose activity change, negative = inhibition, actives largely listed as inhibitors. 350,000 compounds, 0.2% hits. AID 2528;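 also: plate controls were vehicle for no effect and no enzyme for full effect; nearly all actives have a fitted effect of over 35% in size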
Target sequence (P54132 whole entry, looked up): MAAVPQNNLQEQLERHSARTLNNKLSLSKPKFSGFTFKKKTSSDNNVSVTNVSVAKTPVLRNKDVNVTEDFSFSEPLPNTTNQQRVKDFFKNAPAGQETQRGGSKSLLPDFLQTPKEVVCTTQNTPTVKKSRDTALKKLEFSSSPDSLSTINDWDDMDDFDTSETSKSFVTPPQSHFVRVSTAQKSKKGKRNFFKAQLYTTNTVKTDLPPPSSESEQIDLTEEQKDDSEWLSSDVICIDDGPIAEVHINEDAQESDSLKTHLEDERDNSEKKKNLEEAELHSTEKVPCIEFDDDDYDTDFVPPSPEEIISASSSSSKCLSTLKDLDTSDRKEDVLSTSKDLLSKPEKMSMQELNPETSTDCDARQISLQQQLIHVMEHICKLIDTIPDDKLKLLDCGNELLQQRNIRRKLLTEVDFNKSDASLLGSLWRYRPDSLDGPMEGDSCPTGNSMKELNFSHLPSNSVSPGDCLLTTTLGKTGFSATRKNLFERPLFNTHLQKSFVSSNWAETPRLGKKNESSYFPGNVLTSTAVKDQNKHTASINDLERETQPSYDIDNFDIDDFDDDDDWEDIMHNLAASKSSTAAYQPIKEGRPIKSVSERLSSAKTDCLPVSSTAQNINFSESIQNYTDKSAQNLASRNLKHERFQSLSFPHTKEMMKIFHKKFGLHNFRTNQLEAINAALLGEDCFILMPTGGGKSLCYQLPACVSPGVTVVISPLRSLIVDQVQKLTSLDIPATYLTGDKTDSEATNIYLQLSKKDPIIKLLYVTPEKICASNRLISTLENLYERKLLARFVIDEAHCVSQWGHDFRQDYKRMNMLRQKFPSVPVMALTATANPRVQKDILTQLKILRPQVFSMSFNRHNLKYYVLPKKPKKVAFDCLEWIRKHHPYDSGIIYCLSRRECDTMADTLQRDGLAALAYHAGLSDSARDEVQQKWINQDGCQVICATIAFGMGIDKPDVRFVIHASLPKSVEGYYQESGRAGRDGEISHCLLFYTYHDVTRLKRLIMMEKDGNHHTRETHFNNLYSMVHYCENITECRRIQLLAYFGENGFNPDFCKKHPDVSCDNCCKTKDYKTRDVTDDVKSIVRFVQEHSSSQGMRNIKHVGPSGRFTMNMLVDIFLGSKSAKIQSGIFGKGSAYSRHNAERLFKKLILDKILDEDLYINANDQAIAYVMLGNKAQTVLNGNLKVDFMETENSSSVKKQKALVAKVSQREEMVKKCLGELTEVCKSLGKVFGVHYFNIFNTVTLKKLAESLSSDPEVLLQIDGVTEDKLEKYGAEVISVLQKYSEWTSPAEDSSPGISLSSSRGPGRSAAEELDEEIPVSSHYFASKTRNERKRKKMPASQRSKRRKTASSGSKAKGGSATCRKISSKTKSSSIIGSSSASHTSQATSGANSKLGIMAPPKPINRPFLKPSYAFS
POLK inh – DNA polymerase kappa (human) inhibition; Q9UBT6; purified Pol kappa, fluorescent DNA synthesis assay, 10 min; Potency, µM (highest dose often 107 µM), for the others: at the top dose activity, negative = inhibition, most hits filed as inhibitors; 400,000 compounds, 0.53% hits; AID 588579; also: % is scaled to controls: 0 for no effect and ±100 for the full control effect
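Activity was followed as the change in fluorescence between reads at 0 and 10 min after starting the reaction with 50 nM substrate. Beforehand, 10 nM polymerase had been preincubated with compound for 15 min at room temperature.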
G9a inh – G9a (human) methyltransferase inhibition | Potency, µM (titrated, usually from 102 µM), for the others: at the highest dose activity, negative = inhibition, usual class: inhibitors | AID 504332 | Q96KQ7 | 350,000 compounds, 8.8% hits | G9a H3K9 monomethylation, AlphaScreen, 2 h; also: % is scaled to controls: 0 for no effect and ±100 for the full control effect; nearly all actives have a fitted effect of over 75% in size
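G9a (20 nM) preincubated 15 min RT with compounds, then 500 nM biotinylated H3K9 peptide and 20 uM SAM added; 2 h RT reaction. Monomethyl-H3K9 product detected by AlphaScreen with anti-H3K9me1 antibody, streptavidin donor and anti-rabbit IgG acceptor beads.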
Starred values were filed as active, the others as inactive; ? = inconclusive; · = not tested or not shown; & = joins results of further samples; [ ] = dose if it differs, or a comment. Calls follow the shape of the dose curve; as a rule, active = well fitted curve in the direction sought with a large enough effect; inconclusive = small, poorly fitted or top-dose-only effect, or another doubt; inactive = no such curve, though single readings can be large; an effect the other way counts as inactive or inconclusive. Potency is read from the fitted curve at half-maximal effect. An excerpt; rates above refer to the full screens.

SMILES	Pol eta inh	Pol beta inh	Pol iota inh	Anesthetic bind	BAZ2B inh	APEX1 inh	BLM inh	POLK inh	G9a inh
O=C(NCc1cccnc1)c1ccc2c(=O)n(CCCN3CCCC3=O)c(=S)[nH]c2c1	10%	9%	10%	-19%	?	?	2%	-9%	40µM*
COc1ccc(-n2c(=O)c(-c3ccc(F)cc3)nc3cnc(N4CCOCC4)nc32)cc1	·	·	·	·	·	1%	-5%	-4%[60.1 µM]	4%[0.501 µM]
CCOCCCNC(=O)c1cc2c(-c3ccc(Cl)cc3)nn(C)c2s1	-9%	4%	7%	-3%	8%	-8%	-6%	-9%	8%
COc1cc(Cl)c(C)cc1NC(=O)CC1SC(N2CCOCC2)=NC1=O (centres undefined)	-17%	·	15%	·	-1%	3%	·	-9%	-3%[12.7 µM]
CCOCCCNC(=O)CCC(=O)NNc1nc2ccccc2c2nc(-c3ccccc3)nn12	0%&-12%	-1%&4%	142%[activator]	1%&4%	-5%&-3%	1%	-2%&-1%	-14%&-6%	-1%[59 µM]
O=C(N/N=C/c1cc(O)ccc1Br)c1cccnc1	-1%	-11%	-1%	5%	7.1µM*	1%	0%	-17%	·
COc1ccc(Nc2nnc(-c3cc4c(ccc5ccccc54)oc3=O)s2)cc1	·	13%	1%	-6%	2%	·	-2%	4%	-46%[59 µM]
CC(C)CN(CCCNC(=O)c1cc(=O)[nH]c2ccc(S(=O)(=O)N3CCCCCC3)cc12)CC(C)C	-6%	4%	20%	-5%	2%	·	-3%	-2%[60.1 µM]	2%[59 µM]
O=C(NC(Cc1ccccc1)C(=O)O)/C(=C\c1ccc([N+](=O)[O-])cc1)NC(=O)c1ccco1 (centres undefined)	-7%	-25%	-5%	-4%	-9%	17%	-4%	-9%	·
COc1cc(CN(C(=S)NCC(=O)N2CCCC2)C2CCCC2)cc(OC)c1OC	-9%	46%	9%	-3%	1%	-2%	-1%	5%	4%
CN(CC(=O)Nc1c(Cl)cccc1Cl)C(=O)CCNS(=O)(=O)c1ccccc1C(F)(F)F	0%	·	14%	·	-2%	-10%	·	-14%	0%
Cc1oc(-c2ccc(Cl)cc2)nc1CN1CCCC(C(=O)NCCc2ccc(Cl)cc2)C1 (centres undefined)	-10%	32%[activator]	24%	-14%	-34%	·	-9%	2%	?

Part of the list above, set out differently:
canonical_smiles,Pol eta inh,Pol beta inh,Pol iota inh,Anesthetic bind,BAZ2B inh,APEX1 inh,BLM inh,POLK inh,G9a inh
CCOCCCNC(=O)CCC(=O)NNc1nc2ccccc2c2nc(-c3ccccc3)nn12,0%&-12%,-1%&4%,142%[activator],1%&4%,-5%&-3%,1%,-2%&-1%,-14%&-6%,-1%[59 µM]
O=C(N/N=C/c1cc(O)ccc1Br)c1cccnc1,-1%,-11%,-1%,5%,7.1µM*,1%,0%,-17%,·
COc1ccc(Nc2nnc(-c3cc4c(ccc5ccccc54)oc3=O)s2)cc1,·,13%,1%,-6%,2%,·,-2%,4%,-46%[59 µM]
CC(C)CN(CCCNC(=O)c1cc(=O)[nH]c2ccc(S(=O)(=O)N3CCCCCC3)cc12)CC(C)C,-6%,4%,20%,-5%,2%,·,-3%,-2%[60.1 µM],2%[59 µM]

(continued)
SMILES	Pol eta inh	Pol beta inh	Pol iota inh	Anesthetic bind	BAZ2B inh	APEX1 inh	BLM inh	POLK inh	G9a inh
CCOc1ccc(NS(=O)(=O)c2ccc(C(=O)NCCCN3CCOCC3)cc2)cc1	-15%	7%	-15%	-6%	-16%	45%	1%	-1%	16%
COc1ccc(NS(=O)(=O)c2ccc(/C=C/C(=O)O)cc2)cc1S(=O)(=O)N1CCOCC1	-21%	3%	51%[activator]	9%	-10%	7%	-2%	-4%	?
Cc1ccc(N(CC(=O)NC(C)c2ccccc2)S(=O)(=O)c2c(C)n[nH]c2C)cc1 (centres undefined)	-6%	14%	-15%	-7%	-11%	-1%	0%	-13%	·
COc1cc(/C=N/Nc2snc(SC)c2C#N)ccc1O	-9%	-1%	30%	-4%	-19%	-4%	-2%	-1%	?
O=C(Nc1ccc(-n2cnnn2)cc1)C1CCCN1C(=O)Nc1ccc(Br)cc1 (centres undefined)	-15%	21%	83%[activator]	-7%	-1%	18%	-3%	2%	-6%
COCCCNC(=O)c1ccc2c(=O)n(CC3CCCO3)c(=S)[nH]c2c1 (centres undefined)	-2%	-1%	·	-6%	?	4%	1%	-25%	1%[12.7 µM]
COc1ccc(OC)c(NC(=O)CSc2nc3scc(C)c3c(=O)[nH]2)c1	2%	44%	16%	-7%	1%	-3%[12.4 µM]	-5%	-12%	-4%[59 µM]
Cc1cc(=O)n2nc(-c3ccc(C(F)(F)F)cc3)sc2n1	-7%	22%	1%	-10%	-5%	20%	3%	8%	-5%[12.7 µM]
O=C1C2C3C=CC(C3)C2C(=O)N1c1ccccc1 (centres undefined)	-4%	7%	0%	-36%	0%	-1%	-1%	-4%	12%[12.7 µM]
Cc1cc(C)c(-c2c(O)c3cccc4c3n(c2=O)CCC4)c(C)c1	-13%	17%	7%	-3%	-1%	4%	3%	-10%	16%[59 µM]
O=[N+]([O-])c1ccccc1NC(=S)N/N=C/c1ccc(O)c(O)c1	3.5µM*	3.5µM*	8.9µM*	-23%	10µM*	?	-17%	20µM*	·
O=C(Cn1nnc(-c2ccc(F)cc2)n1)Nc1ccc2c(c1)OCCO2	2%	32%	32%[activator]	-10%	-9%	0%	-4%	-11%	0%
Cc1ccc(NC(=O)CN(C)C(=O)COc2cccc3ccc(C)nc23)cc1	-6%	·	27%	·	·	5%	·	5%	·
Cc1ccc(C(C(=O)NCC2CCCO2)N(Cc2ccccc2F)C(=O)Cn2nnc(-c3cccs3)n2)cc1 (centres undefined)	-14%	-2%	-3%	-10%	1%	-3%	-5%	-3%	2%[59 µM]
S=c1[nH]nc(-c2ccc(Cl)cc2)n1/N=C/C=C/c1ccco1	?	25µM*	-12%	-10%	?	?	?	-20%	·
FC(F)(F)c1cc(Oc2ccccc2)nc(-c2ccccn2)n1	-22%	2%	24%	-21%	3%	-2%	?	-18%	19%
O=C(Cn1ncn2cccc2c1=O)N1CCCCC1	-14%	6%	1%	-8%	-2%	0%	-2%	-2%	-25%
CSc1nc2[nH]c3c(c2c2ncnn12)CCCC3	-12%	-20%	9%	-10%	-5%	-5%	2%	-19%	13%[59 µM]
CC(=O)c1ccc(NC(=O)CSc2nc(N3CCOCC3)nc(N3CCOCC3)n2)cc1	-11%	6%	8%	-2%	-16%	-6%	-8%	-9%	·
CCOc1ccc(NC(=O)c2cc(-c3ccc(C)c(F)c3)on2)c([N+](=O)[O-])c1	-13%	-2%	44%[activator]	-11%	-5%	·	-1%	-3%	?
NS(=O)(=O)c1ccc(CCNC(=O)C(=O)NCC2OCCN2S(=O)(=O)c2cccs2)cc1 (centres undefined)	-4%	10%	7%	-2%	-5%	12%	-4%	-6%	·
O=C(CCc1c[nH]c2ccccc12)N/N=C/c1ccc2c(c1)OCO2	2%	?	127%[activator]	?	-2%	3%	-1%	-14%	9%
CN1CCC(NC(=S)NC2CC2)CC1	-2%	0%	1%	-6%	-37%	6%	-2%	1%	-23%
COc1nc2ccc(C)cc2cc1-c1noc(-c2ccccc2)n1	-11%	16%	46%[activator]	7%	-1%	1%	-4%	6%	29%[0.501 µM]
CCCC(C)NC(=O)c1ccc(OCc2ccc(Cl)cc2)c(OC)c1 (centres undefined)	1%	18%	20%	-5%	4%	-4%	-1%	-1%	-12%
CC(C)Cc1nnc(NC(=O)CCC(=O)N2CCN(c3ccc(F)cc3)CC2)s1	-12%	4%	14%	6%	-7%[57.1 µM]	-1%	0%	-3%	3%
O=C(O)Cn1nnc2ccccc21	-8%	-18%	-2%	8%	-15%	-1%	-1%	20%	25%[59 µM]
COc1ccc(CNC(=O)C2CCN(c3nc4ccccc4[nH]3)CC2)c(OC)c1	-19%	0%	14%	?	23%	·	2%	-4%[60.1 µM]	11%[59 µM]
O=c1cc(-c2ccccc2)oc2cc(O)cc(O)c12	9%	·	14%	-11%[29.3 µM]	·	-9%	-2%	-5%	-3%[21.5 µM]
CSCC(=O)NC1CCCc2c1cnn2-c1ccc(C)c(C)c1 (centres undefined)	-9%	45%	1%	-8%	0%	-6%	-4%	1%	·
CC(=O)Nc1cnc(NC(=O)c2cccc(F)c2)cc1C	-10%	5%	-2%	13%	29%	3%	3%	4%	6%[59 µM]
COc1cccc(CCNC(=O)c2ccc(OC)c(OC3CCN(C(C)C)CC3)c2)c1	-19%	-1%	5%	-4%	-14%	-3%	3%	-11%	-10%[0.501 µM]
O=C(Cl)CCCCCCCC(=O)Cl	·	·	·	-5%	·	13%	4%	-14%[60.1 µM]	·
CCc1ccc(NC(=O)C(=O)NCC2CCCN2S(=O)(=O)c2ccccc2)cc1 (centres undefined)	-15%	·	-1%	·	3%	22%	·	-11%	-3%
CCc1nnc(NC(=O)c2cc(Cl)ccn2)s1	-14%	26%	?	-6%	20µM*	24%	-3%	-12%	79µM*
COc1cc(NC(=O)C2CCN(S(=O)(=O)c3cccnc3)CC2)cc(OC)c1OC	-11%	45%	2%	-7%	?	2%	3%	-6%	2%[59 µM]
COc1ccc(/C=N/N=C/c2c[nH]c(=O)c(C#N)c2Nc2ccccc2)cc1	?	2%	-13%	-2%	0%	-8%	-7%	-2%	19%
CCOC(=O)C1(CCCc2ccccc2)CCN(C(=O)c2cncs2)CC1	-15%	2%	18%	-21%	1%	-4%	-5%	-3%	12%
CC(C)CNC(=S)N1CCC(c2nc(-c3ccc(F)cc3)no2)CC1	-26%	-11%	151%[activator]	-6%	-12%	-5%	-14%	-4%	9%
O=S(=O)(c1ccc(Cl)cc1)N1CCC(n2cccc2)CC1	3%	-4%	21%	-2%	?	2%	-6%	-3%	?
Cc1ccc(N(C(=O)c2snc(C(N)=O)c2N)C(C(=O)NCC2CCCO2)c2ccc3ncccc3c2)cc1 (centres undefined)	-15%	20%	25%	4%	-6%	0%	-2%	-11%	6%
Cc1ccc(N(CC(O)CN2CCOCC2)S(=O)(=O)c2ccc([N+](=O)[O-])cc2)cc1 (centres undefined)	3%	-3%	32%	-5%	-14%	4%	-3%	-22%	18%
